# APJ agonist = agonists of human apelin receptor APJ, primary screen, CHO-K1 cells, PathHunter beta-arrestin, luminescence | hit rate 0.11% among 330,000 | AID 2520, 2010 | activation, % at 20 µM | 0% DMSO wells, 100% apelin | P35414;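 active = activation more than six SD over the plate average, tested at 20 µM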;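 note: 0% = DMSO alone and 100% = apelin-13 at 10 nM; some results filed as inactive read as strong as hits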
# Target sequence (P35414 whole entry, looked up): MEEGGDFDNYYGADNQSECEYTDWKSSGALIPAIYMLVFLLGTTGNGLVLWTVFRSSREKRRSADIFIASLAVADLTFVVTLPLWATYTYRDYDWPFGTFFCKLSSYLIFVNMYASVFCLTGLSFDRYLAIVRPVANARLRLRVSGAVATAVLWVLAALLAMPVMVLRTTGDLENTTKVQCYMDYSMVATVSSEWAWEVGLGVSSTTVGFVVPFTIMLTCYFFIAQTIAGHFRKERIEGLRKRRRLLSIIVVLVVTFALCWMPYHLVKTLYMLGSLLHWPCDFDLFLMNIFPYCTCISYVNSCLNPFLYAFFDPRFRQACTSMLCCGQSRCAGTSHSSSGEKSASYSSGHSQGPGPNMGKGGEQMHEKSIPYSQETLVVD
#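 Test system – PathHunter CHO-K1 APJ (AGTRL-1) beta-arrestin reporter cells · Input – 1000 cells/well · Compound – single test compound dose, 20 µM final, 1% DMSO · Times – compound stimulation 90 min at 25 °C, detection 60 min · Technique – beta-gal luminescence · Read-out basis – APJ–arrestin association signal · Control set – negative DMSO alone, positive Apelin-13 at 10 nM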
# tim10-1 inh = growth inhibitors of tim10-1 mutant yeast, primary screen, luminescence, uHTS | S. cerevisiae tim10-1 ts strain growth, BacTiter-Glo, 24 h | inhibition, % at 20 µM | hit rate 2.2% among 330,000;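 active = inhibition of at least 40%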;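 note: mutant grown at 25 °C; 0% = DMSO wells with yeast and 100% = wells holding no yeast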
# TIM10 inh = growth inhibitors of isogenic TIM10 control yeast, primary screen, counter-screen for tim10-1 yeast inhibitor project, luminescence, uHTS. S. cerevisiae TIM10 strain growth, BacTiter-Glo luminescence, 24 h. inhibition, % at 10 µM. hit rate 1.4% among 330,000. AID 463195, 2010;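 active = inhibition of 40% or more at the single tested concentration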;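 note: wild-type TIM10 isogenic control strain grown at permissive 25 °C; 0% = DMSO yeast wells and 100% = minimal medium wells without yeast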
# NALP3 yeast inh = NALP3 inflammasome inhibitors in reconstituted yeast, primary screen, luminescence, uHTS. inhibition, % at 10 µM. Yeast reconstituted NLRP3/ASC/caspase-1, beta-gal luminescence, 24 h. hit rate 0.39% among 330,000. AID 2825, 2010;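 active = inhibition of 50% or more; inactive = inhibition below 50%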;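 note: plate controls were induced DMSO wells for no effect and uninduced yeast grown without galactose for full effect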
# APJ antag = antagonists of human apelin receptor APJ, primary screen, CHO-K1 cells, beta-arrestin complementation, luminescence; P35414; inhibition, % at 20 µM; hit rate 0.32% among 330,000;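 active = inhibition above about 40% at 20 µM, limit read from the data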;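 note: cells challenged with 10 nM apelin-13 agonist together with compound; plate controls were apelin-13 plus DMSO wells for no effect and DMSO wells lacking apelin-13 for full effect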
# NR3A LBD binder = binders of NR3A ligand-binding domain, primary screen, biophysical, differential scanning fluorimetry, uHTS; AID 1259313, 2017; hit rate 2.5% among 340,000; NR3A LBD differential scanning fluorimetry, Tm shift; 0% = protein alone, 100% = glycine-bound protein; Glutamate receptor ionotropic, NMDA 3A (GRIN3A) ligand-binding domain; Tm shift relative to glycine control, % at 25 µM;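 active = melting temperature shift of at least 10% of the positive control shift, at one fixed dose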
# MPTP block = mitochondrial permeability transition pore inhibitors, primary screen, biochemical, isolated mouse mitochondria, absorbance. hit rate 1.4% among 360,000. AID 602449, 2012. inhibition, % at 10 µM. Ca2+ swelling absorbance, 30 min;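 active = inhibition of 50% or more, scaled per plate between neutral and stimulator controls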;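 note: 0% = DMSO wells given calcium and 100% = 1 mM EGTA wells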
# tim23-1 inh = growth inhibitors of tim23-1 mutant yeast, primary screen, luminescence, uHTS. S. cerevisiae tim23-1 growth, BacTiter-Glo luminescence, 24 h. inhibition, % at 20 µM. hit rate 1.3% among 330,000. AID 463212, 2010;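 active = growth inhibition of the mutant yeast at or above 50%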;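 note: temperature-sensitive mutant grown at 25 °C; plate controls were DMSO-treated mutant yeast for no effect and medium wells lacking yeast for full effect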
# beta cell repl = inducers of MIN6 beta-cell proliferation, primary screen, ATP luminescence, uHTS. MIN6 cells proliferation, ATPlite luminescence, 48 h; cells starved in 0.2% serum; 100% = growth in 10% serum. proliferation, % at 10 µM. hit rate 0.29% among 330,000. AID 2380, 2010;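 active = compounds whose signal lies at least 3.5 SD above the mean of all wells on their plate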;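 note: 0% = DMSO-treated cells in low-serum medium and 100% = 10% serum control; some compounds called inactive have numbers as strong as hits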
# Starred values were filed as active, the others as inactive; / = no result given.
SMILES,APJ agonist,tim10-1 inh,TIM10 inh,NALP3 yeast inh,APJ antag,NR3A LBD binder,MPTP block,tim23-1 inh,beta cell repl
COc1ccc(NC(=O)CN2C(=O)NC3(CCCCCC3)C2=O)cc1Cl,-2,-9,-4,1,15,0,0.1,-6,0
CC(=O)Nc1ccc(S(=O)(=O)NNC(=O)c2cccc(Cl)c2)cc1,-1,12,-1,5,2,-1,-0.5,6,2
CCC(=O)N1c2ccc(S(=O)(=O)CCC(=O)NCc3ccc4c(c3)OCO4)cc2CC1C (stereo unspecified),-1,12,4,2,-23,2,-3.1,11,-1
COCC(=O)N(Cc1cc2ccc(C)cc2[nH]c1=O)c1cccc(C)c1,0,15,5,8,5,-2,-0.5,21,-1
COC(=O)CCC(NC(=O)c1cc(-c2ccc3c(c2)OCCO3)oc1C)C(=O)OC (stereo unspecified),4,15,-3,21,-21,2,-0.8,14,-2
Cn1c2ccccc2n2c(=O)c(=O)n(CC(=O)c3ccc(Cl)cc3)nc12,-1,-15,-11,-10,11,8,3.3,-20,-1
S=C(NC1CCCCC1)N1CCOCC1,2,3,16,4,3,4,2.0,11,0
O=C(c1ccc(Br)o1)N1CCN(CCc2ccncc2)CC1,2,18,-12,13,0,-9,-1.0,-1,-3
O=C(O)C(Cc1ccccc1)n1c(=S)[nH]c2ccccc2c1=O (stereo unspecified),-4,4,8,14,8,-1,0.4,27,-3
C/C(=N/NC(=O)c1ccc(Br)o1)c1ccncc1,-1,5,4,15,-8,0,0.6,-13,0
CC1=CCC(COC(=O)Nc2ccccc2)CC1 (stereo unspecified),-2,-1,-9,23,7,-6,-2.0,14,-3
O=C(CCc1nc2ccccc2c(=O)[nH]1)NNC(=O)COc1cccc(F)c1,-4,-3,8,15,20,1,-1.1,1,3
CC(C)c1ccc(NC(=O)C2CSC3(C)CCC(=O)N23)cc1 (stereo unspecified),0,29,20,-3,-5,0,-1.4,32,0
CN(CCOc1ccccc1)C(=O)c1ccc(F)c(S(=O)(=O)N2CCOCC2)c1,10,3,5,-2,8,1,-2.4,-15,-1
Cc1cc(C)c(NC(=O)CSc2nnc(-c3ccncc3)n2Cc2ccco2)c(C)c1,2,4,-10,7,15,2,1.0,4,-4
CCN(Cc1nc(-c2ccccc2)no1)C(=O)c1ccco1,-2,14,5,26,11,-1,0.7,14,-1
CC(=O)c1sc2nc(CSc3nnnn3-c3ccccc3)[nH]c(=O)c2c1C,-6,18,-3,1,13,1,0.7,-21,0
CC(C)OCCCN1CN(S(=O)(=O)c2ccccc2)c2nc3ccccc3nc21,-4,6,16,-13,15,0,-1.1,24,3
Cc1ccccc1C(=O)N1CCc2c([nH]c3ccccc23)C1C(F)(F)F (stereo unspecified),5,22,3,16,12,-2,2.1,25,-1
Cc1cc(N2CCN(C(=O)c3ccco3)CC2)c2ccccc2n1,0,-5,-5,1,1,1,1.2,11,-1
CC(NC(=O)Cc1ccccc1[N+](=O)[O-])c1ccccc1 (stereo unspecified),-3,3,-10,-1,22,/,/,5,-2
CN1/C(=C\C(=O)c2cccnc2)C(C)(C)c2ccccc21,1,28,3,7,6,-1,2.9,23,0
CCCn1nc(C(=O)Nc2nnc(CC)s2)c2ccccc2c1=O,0,26,28,4,20,0,-0.6,23,1
O=C1CCCN1c1ccc(S(=O)(=O)Oc2ccc(Cl)cc2)cc1[N+](=O)[O-],6,-9,-7,9,-18,0,-2.7,11,-2
O=C(NCCO)/C(=C/c1ccco1)NC(=O)c1ccco1,1,16,2,1,-22,1,1.1,-1,-2
COc1ccc(C(=O)Nc2cc(C)on2)c(OC)c1,1,-5,-7,30,6,-1,-0.4,-3,-2
CCOC(=O)c1cncc(C#CCOC(=O)Nc2ccc(OC(F)(F)F)cc2)c1,2,-1,-9,14,21,0,24,-2,-1
O=C(O)C1C2CCC(O2)C1C(=O)Nc1ccc(O)cc1 (stereo unspecified),3,6,-3,-26,-23,-4,6.4,-2,0
O=C(CCNC(=O)c1ccccc1Cl)Nc1nc2ccc(F)cc2s1,-5,13,7,12,-11,1,-1.4,23,-1

# Compound activity: PubChem, Sanford-Burnham Center for Chemical Genomics
